Screening data (PubChem)
CHO-K1 Ca ag: counter-screen for M1 agonists: effect in parental CHO-K1 cells; Fluo-8 calcium fluorescence; scaled to maximal ATP response, vehicle zero; activation, % at 3 µM; 360,000 compounds, 0.48% hits; in the data active = activation above about 15%;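 note: untransfected CHO-K1 host cells lacking M1 receptor as counterscreen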
CHRM4 agonist: agonists of human muscarinic M4 receptor (CHRM4). P08173. CHO-K1 hM4/Gqi5, Fluo-8 calcium fluorescence; vehicle 0%, full acetylcholine response 100%. activation, % at 3 µM. 360,000 compounds, 0.14% hits. AID 624127;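 active = activation above the run mean over all test wells plus 3 SD, cut at about 32% in these data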;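 note: peak over basal fluorescence ratio per well then scaled between controls; 0% = DMSO wells and 100% = acetylcholine at EC100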
Target sequence (P08173 whole entry, looked up): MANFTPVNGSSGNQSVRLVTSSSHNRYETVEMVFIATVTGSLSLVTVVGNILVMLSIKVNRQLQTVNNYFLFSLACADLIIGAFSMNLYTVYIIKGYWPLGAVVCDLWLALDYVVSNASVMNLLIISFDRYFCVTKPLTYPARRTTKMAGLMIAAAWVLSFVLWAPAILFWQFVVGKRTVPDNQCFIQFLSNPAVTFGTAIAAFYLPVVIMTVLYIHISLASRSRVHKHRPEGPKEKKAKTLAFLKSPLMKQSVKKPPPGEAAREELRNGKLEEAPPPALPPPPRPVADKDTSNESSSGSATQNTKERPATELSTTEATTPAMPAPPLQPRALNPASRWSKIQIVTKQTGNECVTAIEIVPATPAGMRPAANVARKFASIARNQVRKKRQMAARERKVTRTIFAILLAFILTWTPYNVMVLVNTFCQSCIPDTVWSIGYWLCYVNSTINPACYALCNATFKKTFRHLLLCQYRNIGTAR
CHO parental Ca: signal in parental CHO cells, OX1R antagonist counter-screen. parental CHO-K1, ATP-induced calcium, Fluo-8 fluorescence. 330,000 compounds, 0.63% hits. inhibition, % at 5.6 µM;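 active = inhibition above that plate's mean sample inhibition plus 3 SD, cut at about 26% in these data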;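 note: 0% = ATP-challenged DMSO wells and 100% = DMSO wells without ATP; some compounds past the cut are filed as inactive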
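Test system: parental CHO cells; detection: calcium-sensitive Fluo-8 fluorescence; evaluation: percent inhibition of calcium signal; also added: ATP as calcium-mobilizing challenge; repeats: one well per compound; control set: ATP-challenged DMSO wells low, unchallenged DMSO wells high; compound: single nominal dose of 5.6 µM per compound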
CHRM4 antagonist: blocks acetylcholine activation of human M4 receptor; P08173; CHO-hM4 cells, ACh EC80, Fluo-8 calcium fluorescence; inhibition, % at 3 µM; 360,000 compounds, 0.73% hits; AID 624125;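 active = inhibition above its plate's cutoff, the mean inhibition of sample wells plus 3 SD, cut at about 27% in these data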;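 note: 0% = acetylcholine EC80 with DMSO and 100% = DMSO without agonist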
OXTR potentiator: potentiators of human oxytocin receptor; P30559; 320,000 compounds, 0.061% hits; CHO-OTR cells, Fluo-8 calcium fluorescence, potentiator mode; 0% = oxytocin EC15, 100% = EC100; activation, % at 3 µM;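 active = activation above that plate's cutoff, the mean activation of tested compounds plus 3 SD, cut at about 6.6% in these data, passing the limit was not always enough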;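 note: 100% uses oxytocin at 75 nM as the full agonist control; some results filed as inactive read as strong as hits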
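test system = CHO-OTR cells, human receptor | compound = single-point 3.0 µM | schedule = 6 min compound pre-incubation at room temperature, 100 s kinetic read | signal = Fluo-8 no-wash calcium dye fluorescence, excitation 470-495 nm, emission 515-575 nm | repeats = single well per compound, singlicate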
M1 ag: activates human CHRM1 receptor; P11229; CHO-K1 hM1, Fluo-8 calcium fluorescence, agonist mode; 0% DMSO, 100% acetylcholine EC100; activation, % at 3 µM; 360,000 compounds, 0.33% hits; AID 588814;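 active = activation above the run's mean compound activation plus 3 SD, cut at about 16% in these data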;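 note: peak over basal fluorescence ratio within a 140 s kinetic read after compound addition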
Target sequence (P11229 whole entry, looked up): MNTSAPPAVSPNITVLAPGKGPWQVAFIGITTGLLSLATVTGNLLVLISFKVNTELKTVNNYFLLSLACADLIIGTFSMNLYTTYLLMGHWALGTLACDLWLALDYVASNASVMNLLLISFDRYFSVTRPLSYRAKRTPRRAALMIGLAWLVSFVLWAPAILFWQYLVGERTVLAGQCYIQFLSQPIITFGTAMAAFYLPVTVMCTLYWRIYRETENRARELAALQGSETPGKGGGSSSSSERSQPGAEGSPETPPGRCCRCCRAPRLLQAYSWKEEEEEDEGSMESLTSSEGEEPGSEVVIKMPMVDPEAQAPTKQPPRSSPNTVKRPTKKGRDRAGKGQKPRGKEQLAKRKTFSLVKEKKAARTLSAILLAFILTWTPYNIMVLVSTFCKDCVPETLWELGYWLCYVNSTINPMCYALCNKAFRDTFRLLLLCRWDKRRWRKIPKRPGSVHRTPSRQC
CHRM1 antagonist: antagonists of human M1 muscarinic receptor. P11229. CHO-K1 hM1, Fluo-8 calcium fluorescence, ACh EC80 antagonist. inhibition, % at 3 µM. 360,000 compounds, 1.3% hits. AID 588852;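 active = percent inhibition above its own plate's cutoff, namely the mean of that plate's compound wells plus 3 SD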;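 note: peak over basal fluorescence ratio during 140 s after agonist addition; 0% = ACh EC80 plus DMSO and 100% = DMSO alone without agonist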
CHO-K1 Ca antag: counter-screen for M1 antagonists: effect in parental CHO-K1 cells | AID 602250 | ATP-induced calcium, Fluo-8 fluorescence | 360,000 compounds, 0.6% hits | inhibition, % at 3 µM;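 active = inhibition above a per-plate cutoff, the plate's mean sample inhibition plus 3 SD, cut at about 24% in these data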;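 note: 0% = DMSO plus EC80 ATP and 100% = DMSO alone without ATP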
CHRM1 PAM: positive allosteric modulators of human M1 muscarinic receptor | 360,000 compounds, 0.088% hits | P11229 | CHO-K1 hM1, Fluo-8 calcium fluorescence, ACh EC20; 0% = ACh EC20, 100% = maximal ACh | activation, % at 3 µM; in the data active = activation above about 19%, passing the limit was not always enough
* = called active by the depositor; nt = not tested or not shown; & = joins results of further samples.

SMILES	CHRM1 PAM	CHO-K1 Ca ag	M1 ag	CHRM4 agonist	CHO parental Ca	OXTR potentiator	CHRM1 antagonist	CHRM4 antagonist	CHO-K1 Ca antag
Cc1ccc2nc(N(CCCN(C)C)C(=O)c3ccc(S(=O)(=O)N4CCCCCC4)cc3)sc2c1	0	7.1	-4	17	4	-13	4	-3	7
O=C1OCC/C1=C\c1ccc(O)cc1	10	2.5	-3	2	13	-9	-18	4	-9
CCCCCCN1C[C@@H](O)[C@H](n2cc(C3CC3)nn2)C[C@@H]1c1ccc(C)cc1	-6	0.2	-4	0	nt	nt	4	-14	-7
Cc1cccc(C(=O)NC(NCCc2ccccc2)C(Cl)(Cl)Cl)c1 (stereo not drawn)	1	-0.1	-2	2	-27	-16	-2	-5	7
Cc1cc(NC(=O)CCC(=O)N(CC(=O)NCC2CCCO2)c2ccccc2C)no1 (stereo not drawn)	4	-0.1	-2	1	-8	-4	-5	4	-5
O=C(O)c1cc(S(=O)(=O)N2CCCc3ccccc32)ccc1Cl	8	0.1	-3	1	nt	nt	-14	0	-8
COC(=O)C1=C(C)N(C)C(C)=C(C(=O)OC)C1c1cccc(Br)c1	1	0.5	-6	-2	-23	-3	-26	18	-17
O=c1cc(O)c2c(=O)n(-c3ccccc3)c3c(c2o1)CCCCC3	3	0.6	-4	0	-11	-1	2	-1	-10
CC1CCN(S(=O)(=O)c2ccc3[nH]c(=O)[nH]c3c2)CC1	10	1.1	-3	0	-1	-4	-12	9	-3
Cc1nc(Sc2ccc(Br)cc2)c(C#N)c(C)c1[N+](=O)[O-]	-3	0.0	-7	-1	-17	-1	0	-13	4
Cc1c(-c2ccc(Br)cc2)[n+](=O)c2c(n1[O-])CCCC2	-2	2.9	-2	0	-3	4	6	3	-1
O=C(CC1C(=O)NCCN1C(=O)Nc1ccc(F)cc1)Nc1ccc(F)cc1 (stereo not drawn)	6	0.5	0	0	2	-1	-8	-10	-3
Cc1nn(C)cc1S(=O)(=O)Nc1ccc(F)c(F)c1	4	1.6	-3	0	-8	0	-7	-10	-8
COc1ccc(OC)c(C2C(C#N)=C(N)Oc3cc(N)ccc32)c1 (stereo not drawn)	12	1.7	-2	1	-10	-10	-12	8	-1
CCC(C)Sc1ccc(-c2nc3cc(C)ccn3c2NC2CCCCC2)cc1 (stereo not drawn)	-11	-0.7&1.6	-6	1&-1	-10	-7	23	7&-15	-20&-17
CNC(=O)c1cc2c(cn1)[nH]c1ccccc12	2	-0.3	-1	1	-3	-4	-31	-9	-9
CN(Cc1cccs1)C(=O)c1cc(S(=O)(=O)N2CCOCC2)ccc1F	5	1.6	-3	2	-13	-8	-6	0	-20
CCOC(=O)[C@@H]1[C@H]2COc3cc(OC)ccc3[C@@H]2N2C(=O)N(c3cccc(C)c3)C(=O)[C@]12C	2	-0.6	-3	1	-17	-4	0	-2	-2
CC1CCN(S(=O)(=O)c2ccc3c(c2)C(Cl)(Cl)C(=O)N3)CC1	6	0.3	2	3	nt	nt	-15	-15	5
COc1ccccc1-c1coc2c(CN3CCCC(C)C3)c(O)ccc2c1=O (stereo not drawn)	2	2.5	-8	4	-11	-5	-1	1	-5
CCOc1ccccc1CNc1nnnn1C	-2	0.0	-3	0	-8	-1	0	5	-4
CCOC(=O)c1nc(SC)n(C)c1C(=O)OCC	1	0.2	0	1	nt	nt	-9	1	-9
Cc1cc(C)nc(NNS(=O)(=O)c2c(C)cc(C(C)(C)C)cc2C)n1	2	0.8	-2	0	nt	nt	-1	6	-12
COc1ccc(-n2nc(C(=O)NCC(=O)NCCCN3CC(C)CC(C)C3)c3ccccc3c2=O)cc1 (stereo not drawn)	-11	0.0	-9	0	-17	2	20	2	-3
O=C(Nc1ncccc1Cl)c1cccc(F)c1	12	0.3	-4	0	1	4	-14	5	-3
O=C1C2=C(SCCS2)C(=O)N1c1ccccc1	1	0.6	-7	1	-3	3	-3	-5	-6
CCCN(CCc1ccccc1)C1CCc2c(O)cccc2C1 (stereo not drawn)	-27	-0.3	-9	2	-19	-5	66	51*	28*
CC(=O)Nc1ccc(/C=N/NC(=O)c2cccs2)cc1	7	0.2	-4	4	-1	-9	-4	4	2
COc1ccc(CCn2c(C)cc(C(=O)CCl)c2C)cc1OC	3	0.1	-4	2	-11	-6	-1	-10	-12
CC(=O)c1sc2c(c1OC(=O)c1ccccc1)c(=O)n(-c1ccccc1)c(=S)n2-c1ccccc1	4	0.8	-2	0	nt	nt	-20	0	-3
CCCCCOC(=O)C1C(c2ccccc2)C(C(=O)O)C1c1ccccc1 (stereo not drawn)	6	0.7	-10	0	-16	-2	-4	-3	-3
Cc1ccccc1NC(=O)N1CCCC(c2nc(-c3ccc(F)cc3)no2)C1 (stereo not drawn)	-4	3.5	-6	1	-17	-5	-6	6	-9
CC(C)c1nc(-c2c(N)n(C)c(=O)n(C)c2=O)sc1C(=O)C(C)(C)C	11	0.3	-1	0	-16	-8	-10	8	-6
CCCc1c(C)nc(N2CCN(c3ccccc3OC)CC2)[nH]c1=O	9	0.8	0	0	-3	-6	-8	2	0
CN1C(=O)CC(N2CCN(c3ncccn3)CC2)C1=O (stereo not drawn)	8	0.2	-3	0	3	2	-2	0	-8
COc1ccc(N2C(=O)C3[C@@H](C2=O)C2(Cl)C(Cl)=C(Cl)C3(Cl)C2(OC)OC)cc1 (stereo partly drawn)	8	-0.5	-5	1	-10	-7	0	0	-6
Cc1nc(N2CCN(c3ccccc3)CC2)[nH]c(=O)c1Cc1ccccc1	5	0.2	-4	0	-3	-1	-3	-3	-13
C=CCC[C@@H](Cc1ccc(F)cc1)C(=O)OC[C@@H](Cc1c[nH]c2ccccc12)NC(=O)[C@@H](CC=C)CC(=O)N[C@@H](CO)Cc1ccccc1	4	1.6	0	-1	-17	-9	-5	-10	-14
COc1ccc(OCCSc2nnc(-c3ccc(OC)cc3)n2N)cc1	0	0.5	-1	1	-17	-5	1	7	-7
CCCNC(=O)c1cc(C2CCCN(C(=O)C3CCCCC3)C2)on1 (stereo not drawn)	4	0.8	-9	2	nt	nt	-10	-16	-12
COc1ccccc1CC(=O)NNC(=O)CN(C)S(=O)(=O)c1ccc(Cl)cc1	2	0.6	-2	2	-2	-10	-5	-11	-4
COC(=O)c1[nH]c2cccc(OC)c2c1NC(=O)CN1CCC(C(N)=O)(N2CCCCC2)CC1	7	-0.3	-8	0	-5	-6	0	-1	18
CC(C)=C1C2CCC1C(C(=O)NCCc1ccccc1)C2C(=O)O (stereo not drawn)	12	-0.1	-12	-1	-12	-8	-5	21	-2
Cc1ccc(C)c(N(CC(=O)NC(C)C)C(=O)CCC(=O)Nc2ccccn2)c1	12	1.1	-2	1	9	0	-21	5	-8
OC[C@H]1O[C@@H](c2nc(-c3cccc4ccccc34)no2)[C@H](O)[C@@H]1O	9	0.2	-1	2	nt	nt	-9	-2	16
CCCCN(CC)S(=O)(=O)N1CCC(C(=O)NCc2ccc(F)cc2)CC1	-3	2.8	1	8	-11	-10	6	-5	-5
CN1CCN(C2CN(C3CCCCC3)S(=O)(=O)C2)CC1 (stereo not drawn)	0	0.5	-6	1	nt	nt	2	-8	4
O=C(Nc1ccccc1Cl)c1ccccc1Oc1ccc(C(F)(F)F)cc1[N+](=O)[O-]	5	0.5	-6	0	-1	-9	-28	-2	-16
Nc1ncnc2c1ncn2CCc1ccccc1	4	0.2	0	1	-1	-8	-10	-6	-9
COc1ccc(C(Nc2cccc([N+](=O)[O-])c2)P(=O)(OC(C)C)OC(C)C)cc1 (stereo not drawn)	19	-0.1	-1	3	-27	4	-11	-15	1
CC(=O)Nc1ccc(NC(=O)c2c(-c3ccccc3Cl)noc2C)c(C)c1	5	0.8	-1	2	2	-7	-7	-6	5
CCCC(=O)Nc1nnc(S(=O)(=O)N(C)Cc2ccco2)s1	-6	7.2	0	15	-11	1	18	12	-1
O=C(Nc1cc(Cl)ccc1Cl)N1CCN(C(=O)Nc2cc(Cl)ccc2Cl)CC1	2	0.0	-1	1	nt	nt	-5	-6	-8
COC(=O)c1sc(S(=O)(=O)Nc2ccc3cn[nH]c3c2)c(C(=O)OC)c1C	-4	0.0	-3	0	-14	-16	8	-4	19
Cc1ccc(NC(=O)NC(=O)CSc2nnc(-c3ccc(Cl)cc3Cl)n2N)c(C)c1	6	0.6	-6	0	-32	1	-7	-13	-8
O=C(Nc1ccn(Cc2ccccc2)n1)c1ccc(F)cc1	8	1.8	-7	3	-2	3	-7	-10	-6

Continued:
SMILES	CHRM1 PAM	CHO-K1 Ca ag	M1 ag	CHRM4 agonist	CHO parental Ca	OXTR potentiator	CHRM1 antagonist	CHRM4 antagonist	CHO-K1 Ca antag
Cc1ccccc1N(C(=O)CNC(=O)c1ccco1)C(C(=O)NC1CCCCC1)c1ccncc1 (stereo not drawn)	13	0.3	-3	0	5	-4	-16	-15	-14
CCCCn1nc(C(=O)N2CCN(S(=O)(=O)c3ccccc3)CC2)c2ccccc2c1=O	3	1.3	-2	5	-19	-16	0	-3	4
CCc1cc2c(SCC(=O)Nc3cc(C)on3)ncnc2s1	2	-0.1	-3	0	-7	-5	-6	-7	-14
COc1cc(/C=C/CN2CCC(C(=O)NC(c3ccc(F)cc3)c3ccc4ccccc4n3)CC2)ccc1OC(C)=O (stereo not drawn)	-3	11	7	17	nt	nt	1	2	-9
COc1cc(C(=O)NC(=S)Nc2ccc3c(c2)OCO3)cc(OC)c1OC	4	0.9	-4	0	-17	-9	-6	-4	-6
Cc1ccc(/C=N/NC(=O)Cn2nc(C)c([N+](=O)[O-])c2C)o1	-2	0.4	-4	1	-10	-6	13	-9	19
O=C(OCCCOC(=O)c1ccc([N+](=O)[O-])o1)c1ccc([N+](=O)[O-])o1	1	1.2	-3	1	-3	1	-11	-7	-1
CC1=CN2C(c3cccc([N+](=O)[O-])c3)=NON(c3ccc(C)cn3)C2C=C1 (stereo not drawn)	9	0.6	-5	1	nt	nt	-10	11	1
Cc1cc2cc(C(c3nnnn3Cc3ccco3)N3CCc4ccccc43)c(=O)[nH]c2cc1C (stereo not drawn)	15	0.7	-2	0	-29	-21	-14	10	-1
Nc1cnc(-c2ccccc2)nc1Cl	8	0.5	-3	2	-3	-3	-10	1	-8
O=C(c1ccccc1)N1CCN(C(=O)c2ccccc2)C1c1ccccc1	4	0.2	-4	1	-15	-9	-9	-8	-7
Cc1ccc(OCCN2CCCC2)cc1	12	0.3	-2	1	-14	2	-13	-1	-8
